# PAFAH2 inh: PAFAH2 (human) inhibition | Q99487 | inhibition, % at 3.39 µM | actives 0.99% (n = 340,000) | recombinant PAFAH2, FP-rhodamine activity probe, fluorescence polarization;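 active means inhibition above the mean over all tested compounds plus 3 SD, cut at about 30% in these data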;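 further: inhibitors block probe labeling of enzyme so polarization drops; 0% = enzyme with DMSO and 100% = wells lacking PAFAH2 protein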
# EBNA-1 inh: blocks EBNA-1 binding to DNA; EBNA-1 DNA binding, fluorescence polarization; inhibition, % at 14.8 µM; actives 0.34% (n = 300,000); in the data active means inhibition above about 28%
# PAD4 FP inh: inhibitors of human PAD4; Q9UM07; recombinant PAD4, RCA probe fluorescence polarization; inhibition, % at 6.36 µM; actives 0.41% (n = 330,000); AID 485272;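 active means percent inhibition above a cutoff equal to the mean of all tested compounds plus 3 SD, cut at about 15% in these data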;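 further: 0% = PAD4 with RCA probe and DMSO and 100% = probe without PAD4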
# Target sequence (Q9UM07 whole entry, looked up): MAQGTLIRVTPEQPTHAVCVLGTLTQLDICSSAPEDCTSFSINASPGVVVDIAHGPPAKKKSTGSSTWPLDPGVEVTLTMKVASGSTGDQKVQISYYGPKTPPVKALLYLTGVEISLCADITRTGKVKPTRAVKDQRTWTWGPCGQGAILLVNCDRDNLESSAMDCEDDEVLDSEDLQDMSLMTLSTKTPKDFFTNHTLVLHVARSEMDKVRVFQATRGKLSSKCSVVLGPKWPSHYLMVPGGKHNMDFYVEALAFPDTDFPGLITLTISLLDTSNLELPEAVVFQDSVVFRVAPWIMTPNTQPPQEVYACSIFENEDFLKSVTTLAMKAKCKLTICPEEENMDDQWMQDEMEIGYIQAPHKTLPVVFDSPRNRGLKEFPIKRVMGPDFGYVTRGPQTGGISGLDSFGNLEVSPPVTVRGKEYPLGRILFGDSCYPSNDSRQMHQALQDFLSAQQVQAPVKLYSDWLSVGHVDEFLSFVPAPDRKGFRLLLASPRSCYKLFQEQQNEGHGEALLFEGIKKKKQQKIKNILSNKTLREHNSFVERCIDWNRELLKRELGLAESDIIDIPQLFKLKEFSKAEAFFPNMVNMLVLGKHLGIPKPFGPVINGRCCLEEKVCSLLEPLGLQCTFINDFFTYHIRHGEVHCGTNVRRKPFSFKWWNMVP
# LYPLA2 inh: LYPLA2 (human) inhibition in PME1 counter-screen. recombinant LYPLA2, FP-Rh probe fluorescence polarization. actives 0.38% (n = 320,000). inhibition, % at 5.9 µM. O95372;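 active means inhibition above the screen-wide mean plus 3 SD, limit set per campaign, cut at about 26% in these data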;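 further: 0% = LYPLA2 with DMSO and 100% = wells lacking LYPLA2 enzyme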
# Target sequence (O95372 whole entry, looked up): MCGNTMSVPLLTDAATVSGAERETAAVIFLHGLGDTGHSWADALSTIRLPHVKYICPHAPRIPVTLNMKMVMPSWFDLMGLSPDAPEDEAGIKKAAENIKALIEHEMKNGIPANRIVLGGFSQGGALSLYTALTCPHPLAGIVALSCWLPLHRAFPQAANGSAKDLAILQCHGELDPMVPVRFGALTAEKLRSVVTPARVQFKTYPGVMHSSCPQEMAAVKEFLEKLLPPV
# LYPLA1 inh: LYPLA1 (human) inhibition in PME1 counter-screen; O75608; recombinant LYPLA1, FP-Rh probe fluorescence polarization; inhibition, % at 5.9 µM; actives 0.16% (n = 320,000);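 active means inhibition above the mean of all tested compounds plus 3 SD, set per campaign, cut at about 14% in these data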;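 further: inhibitors block serine hydrolase probe labeling of LYPLA1 so polarization falls; 0% = enzyme with DMSO and 100% = wells lacking LYPLA1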
# ZTA counter: ZTA (EBV) inhibition in EBNA-1 counter-screen | ZTA-DNA binding, fluorescence polarization | P03206 | actives 0.15% (n = 320,000) | inhibition, % at 11 µM; in the data active means inhibition above about 33%
# PREPL inh: inhibitors of human prolyl oligopeptidase-like enzyme PREPL. Q4J6C6. recombinant PREPL, fluorescence polarization activity-based probe. inhibition, % at 5.96 µM. actives 0.68% (n = 320,000). AID 2751; in the data active means inhibition above about 43%;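 further: 0% = enzyme with DMSO and 100% = wells lacking enzyme; many of its hits are not listed in these tables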
# GSTO1 inh: counter-screen for RBBP9 inhibitors: inhibitors of human GSTO1 | P78417 | actives 1.1% (n = 300,000) | inhibition, % at 5.96 µM | AID 1974 | recombinant GSTO1, activity-based probe fluorescence polarization;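 active means inhibition above the campaign mean inhibition plus 3 SD, cut at about 35% in these data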;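 further: 0% = GSTO1-1 with DMSO and 100% = wells lacking GSTO1-1 enzyme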
# PAFAH1B3 inh: PAFAH1B3 (human) inhibition; recombinant PAFAH1B3, FP-rhodamine probe, fluorescence polarization; inhibition, % at 3.39 µM; actives 0.28% (n = 340,000); AID 492972;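 active means inhibition above the screen-wide average of all tested compounds plus 3 SD, cut at about 25% in these data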;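 further: 0% = enzyme with DMSO only and 100% = wells lacking PAFAH1B3 protein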
# * = called active by the depositor; . = no result given. These rows are one share of the data; rates above refer to the full screens.
cpd | canonical_smiles | PAFAH2 inh | EBNA-1 inh | PAD4 FP inh | LYPLA2 inh | LYPLA1 inh
1 | Cc1c(CN(C)C)c2c(n1Cc1ccccc1)C(=O)c1ccc(Br)cc1-2 | 0 | -2 | 0 | 4 | 2
2 | NNC(=O)c1ccccc1OCCOc1ccccc1 | -1 | -3 | -1 | -4 | -3
3 | CCN(Cc1ccccc1)C(=O)c1cccnc1 | 4 | 2 | -1 | 0 | -2
4 | Cc1cnc(C(=O)NCCc2ccc(C(F)(F)F)cc2)cn1 | 3 | 1 | -1 | 2 | 5
5 | O=C(NCCc1c[nH]c2ccccc12)/C(=C\c1cccnc1)NC(=O)c1ccco1 | 7 | -2 | 3 | 2 | 0
6 | CN(C)S(=O)(=O)c1ccc(Cl)c(NC(=O)CN2C(=O)NC3(CCCC3)C2=O)c1 | -13 | -5 | -1 | 0 | -1
7 | Cc1ccccc1-c1nn(-c2ccc(F)cc2F)cc1CNC1CC1 | . | 8 | 0 | 3 | 2
8 | CSC1=N/C(=C/c2cccnc2)C(=O)N1Cc1ccccc1 | 8 | 1 | 0 | -2 | -2
9 | O=C(NCCN1CCOCC1)c1cc(-c2ccccc2Cl)on1 | -5 | -7 | -2 | 3 | -1
10 | O=C1NCCCN1Cc1ccc(F)cc1 | 7 | -4 | 5 | -5 | -3
11 | O=C(NCC(c1ccco1)N1CCc2ccccc2C1)c1cccc(Br)c1 (stereo unspecified) | -4 | -11 | 4 | 0 | -3
12 | Cc1ccccc1OCC(=O)Nc1sc2c(c1C#N)CCC2 | 0 | 5 | -2 | 3 | 0

cpd | ZTA counter | PREPL inh | GSTO1 inh | PAFAH1B3 inh
1 | 4 | 54* | 0 | 8
2 | -6 | 4 | -2 | 2
3 | -9 | 1 | 2 | 5
4 | -4 | 2 | 6 | 9
5 | -5 | 14 | 10 | 1
6 | -16 | -1 | 7 | 1
7 | 4 | -31 | -8 | .
8 | -2 | -31 | -2 | 2
9 | 5 | 2 | -2 | 2
10 | -6 | -1 | 7 | 4
11 | 3 | -6 | 1 | 4
12 | 5 | 10 | 8 | -2

# Later entries:
cpd | canonical_smiles | PAFAH2 inh | EBNA-1 inh | PAD4 FP inh | LYPLA2 inh | LYPLA1 inh
13 | CCN(CC1CCCO1)C(=O)CCc1nnc(CCc2ccccc2OC)o1 (stereo unspecified) | -3 | 1 | -1 | 4 | -2
14 | CC(=O)c1ccc(Sc2nnc(C)s2)c([N+](=O)[O-])c1 | 8 | 1 | 2 | -3 | -2
15 | Cc1ccc(NC(=O)c2ccc(Cl)c(N3C(=O)CCC3=O)c2)cc1 | -5 | 0 | -4 | -4 | -2
16 | Cn1cnnc1SC1c2cccc3cccc(c23)C1NS(=O)(=O)c1ccc(Cl)cc1 (stereo unspecified) | 10 | -3 | -7 | 8 | -3
17 | Nc1sc2c(c1C(=O)NC1CCS(=O)(=O)C1)CCCC2 (stereo unspecified) | -5 | -2 | -8 | 4 | -1
18 | CCOC(=O)Cn1c(=O)n(Cc2ccco2)c(=O)c2ccc(C(=O)NCCc3ccccc3)cc21 | 1 | -4 | -3 | -3 | -4
19 | COc1cc(Cl)ccc1OCc1cc(C(=O)NCc2cc(C(C)C)no2)no1 | 3 | 5 | 2 | -1 | -6
20 | COc1ccc(/C=C(/NC(=O)c2cccc([N+](=O)[O-])c2)C(=O)O)cc1OC | -1 | 5 | 0 | 3 | 0
21 | O=C(Nc1nc2ccc(Cl)cc2s1)c1ccc(N2CCCCC2)c([N+](=O)[O-])c1 | -1 | -6 | -1 | -6 | 1
22 | CCN1CCN(C(=O)/C=C/c2ccc(F)cc2)CC1 | . | 4 | -2 | 2 | 2
23 | O=S(=O)(c1cccs1)n1cccn1 | -2 | 6 | 0 | 7 | 2
24 | CCOc1cc(C=C(C(=O)OC)C(=O)OC)ccc1OCc1ccc([N+](=O)[O-])cc1 | 1 | 9 | -1 | -6 | -3

cpd | ZTA counter | PREPL inh | GSTO1 inh | PAFAH1B3 inh
13 | 2 | 0 | 2 | 12
14 | -11 | -1 | 11 | -5
15 | 2 | 10 | 0 | 2
16 | -5 | -12 | 30 | 10
17 | -5 | 9 | 16 | 8
18 | 3 | 5 | 4 | 2
19 | -15 | -12 | 4 | 6
20 | 7 | -1 | 1 | 0
21 | -5 | 2 | 4 | -17
22 | 4 | 15 | 7 | .
23 | 2 | 5 | 3 | 9
24 | 5 | 27 | -8 | 1

# (continued)
cpd | canonical_smiles | PAFAH2 inh | EBNA-1 inh | PAD4 FP inh | LYPLA2 inh | LYPLA1 inh
25 | CCOC(=O)c1c(NC(=O)CSc2nc3cc(Cl)ccc3c(=O)n2Cc2ccco2)sc(C(=O)N(C)C)c1C | -16 | 6 | 4 | -13 | -2
26 | COC(=O)[C@]1(Cc2ccccc2)N[C@H](CN(C)C(=O)Nc2ccc(C(F)(F)F)cc2)[C@@H]2C(=O)N(C)C(=O)[C@@H]21 | -14 | . | -1 | . | .
27 | O=C(NCC(=O)N1CCN(C(c2ccccc2)c2ccccc2)CC1)c1ccccc1F | 8 | -12 | 1 | 6 | 0
28 | O=C(CCNc1ccc(Br)cc1)c1cccc([N+](=O)[O-])c1 | -3 | 1 | 0 | 5 | -1
29 | COc1cccc(CNC(=O)C2CCC(CNc3c(N4CCC(C)CC4)c(=O)c3=O)CC2)c1 (stereo unspecified) | 0 | -5 | 0 | 3 | 2
30 | Cc1cc([N+](=O)[O-])nn1CC(=O)NC(C)c1ccccc1 (stereo unspecified) | -4 | -14 | -6 | 0 | -2
31 | c1ccc(OCCSc2nnc3sc4ccccc4n23)cc1 | 16 | -12 | -15 | 1 | -6
32 | CCc1nc(SCc2cc(Cl)ccc2OC)n[nH]1 | 6 | 7 | -2 | -2 | -2
33 | O=C1Nc2ccc([N+](=O)[O-])cc2C1(O)N1CCCCC1 (stereo unspecified) | 6 | -2 | -3 | -2 | 0
34 | C=CCOc1ccc(/C=N/n2nnnc2N)cc1OC | -2 | 7 | -1 | -7 | -3
35 | CN(C)c1ccc(C(C(=O)NC2CCCC2)N(C(=O)c2ccco2)C2CC2)cc1 (stereo unspecified) | 8 | -3 | 0 | 10 | 4
36 | C/C(=C\c1ccccc1)C(=O)NC1CCSC1=O (stereo unspecified) | 5 | 0 | 0 | -2 | -1

cpd | ZTA counter | PREPL inh | GSTO1 inh | PAFAH1B3 inh
25 | 12 | 8 | 0 | 3
26 | . | 7 | . | -2
27 | -9 | 18 | 3 | 18
28 | 13 | 29 | 5 | 2
29 | -3 | 10 | -4 | 1
30 | -5 | 6 | 0 | 0
31 | -7 | 3 | 8 | 3
32 | 10 | 3 | 3 | 14
33 | -1 | 11 | 16 | 3
34 | -6 | -8 | -4 | 6
35 | 1 | 0 | 5 | 3
36 | -7 | 5 | -3 | -1

# Remaining list, next part:
cpd | canonical_smiles | PAFAH2 inh | EBNA-1 inh | PAD4 FP inh | LYPLA2 inh | LYPLA1 inh
37 | COc1ccc(Br)cc1CNC(=O)c1ccc2c(c1)N(C)CCS2 | 15 | -6 | 1 | -5 | -6
38 | CCOc1ccc(N2CC(C(=O)NCCC3=CCCCC3)CC2=O)cc1 (stereo unspecified) | -4 | 1 | -4 | 2 | -1
39 | CCOc1ncccc1C(=O)OCC(=O)Nc1ccc(Cl)cn1 | 46* | . | 2 | . | .
40 | Cc1ccc(-c2nc3ccccc3o2)cc1NC(=S)NC(=O)c1cccs1 | -11 | 36* | 2 | -3 | 2
41 | Fc1ccc(-n2c(-c3cc(C4CC4)[nH]n3)n[nH]c2=S)cc1Cl | 1 | 3 | 1 | 2 | 1
42 | Cc1nc2nc(SCC(=O)NCCN3CCOCC3)nn2c(C)c1Cc1ccccc1 | -1 | 4 | 3 | 4 | 0
43 | CCNc1nc(NCC)nc(C(=O)Nc2ccccc2)n1 | -3 | -8 | -1 | -10 | -2
44 | CN(C)NC1CCS(=O)(=O)C1 (stereo unspecified) | -7 | -7 | 0 | 2 | -1
45 | CC(=O)NCCSc1ccc(S(=O)(=O)N2CCCC2)cn1 | 6 | . | -6 | 7 | 1
46 | COc1ccc(-n2nc(C(=O)NCC(=O)N3CCC(C)CC3)c3ccccc3c2=O)c(OC)c1 | -10 | 3 | 3 | 7 | -4
47 | CC(C)(C)c1ccc(-c2nnc(NC(=O)c3ccccc3)s2)cc1 | 1 | 10 | 1 | 3 | -1
48 | O=C(N/N=C/C1CC=CCC1)c1cc(-c2cccnc2)nc2ccccc12 (stereo unspecified) | 4 | 3 | 1 | -1 | -4

cpd | ZTA counter | PREPL inh | GSTO1 inh | PAFAH1B3 inh
37 | 6 | 6 | 2 | 3
38 | 5 | 4 | 2 | -3
39 | . | 7 | . | 6
40 | 5 | 4 | -11 | -10
41 | 2 | 0 | -14 | 11
42 | -12 | 1 | 3 | -4
43 | -3 | -5 | 9 | 2
44 | -8 | -6 | -2 | 7
45 | -4 | 8 | . | 6
46 | -6 | -3 | -3 | 5
47 | -10 | 7 | -4 | 9
48 | -24 | 29 | 2 | 0

# Following part
cpd | canonical_smiles | PAFAH2 inh | EBNA-1 inh | PAD4 FP inh | LYPLA2 inh | LYPLA1 inh
49 | O=C(O)[C@@H]1CCCN1C(=O)COc1ccc2c3c(c(=O)oc2c1)CCC3 | 4 | 7 | 0 | 2 | 0
50 | CCCCCc1cc(=O)oc2c(C(CCN(CC)CC)c3cc(OC)c(OC)c(OC)c3)c(OC)cc(OC)c12 (stereo unspecified) | -2 | 2 | 0 | -4 | 0
51 | Cc1nc2ccc(NC(=O)c3cccc(C(F)(F)F)c3)cc2o1 | 1 | 7 | 0 | -2 | -2
52 | Nc1nnc(CCS(=O)(=O)c2ccc(Cl)cc2)s1 | -4 | 14 | -2 | 8 | 3
53 | Cc1ccc(C(=O)Oc2cc(N)n(S(=O)(=O)c3ccc(F)cc3)n2)cc1 | 3 | -7 | 1 | 1 | 1
54 | COc1ccc(NC(=O)c2ccc3c(c2)CCN3S(=O)(=O)c2ccccc2)cc1 | -9 | 7 | -4 | -10 | -7
55 | CN(Cc1nc(CC2CC2)no1)CC12CC3CC(CC(C3)C1)C2 | 12 | -4 | 2 | -2 | 0
56 | CCOC(=O)CNC(=O)C1c2ccccc2Oc2ccccc21 | 0 | 5 | -1 | -3 | -1
57 | CCN(CC)CCNC(=O)Cn1cnc2sc(C)c(S(=O)(=O)N3CC(C)CC(C)C3)c2c1=O (stereo unspecified) | -3 | -3 | 4 | -3 | -1
58 | CS(=O)(=O)N1CCC(C(=O)Nc2ccc(F)cc2F)CC1 | 0 | 2 | 6 | 6 | 1
59 | Clc1ccc2c(N/N=C/c3cccnc3)ccnc2c1 | 1 | -1 | -2 | -6 | -2
60 | CC(C)CC(=O)CC1(O)C(=O)Nc2ccccc21 (stereo unspecified) | -1 | 0 | 3 | 0 | 1
61 | O=C(CSc1nnc(-c2ccccc2Br)o1)N1CCN(C(=O)c2ccco2)CC1 | -13 | -7 | 2 | 0 | -2
62 | CC(=O)NC(NC(=S)N1CCCCCC1)C(Cl)(Cl)Cl (stereo unspecified) | 0 | -6 | -5 | -3 | -5

cpd | ZTA counter | PREPL inh | GSTO1 inh | PAFAH1B3 inh
49 | 6 | -2 | -1 | 7
50 | 9 | 6 | -9 | 8
51 | -4 | -3 | 2 | 7
52 | 8 | 8 | -3 | 2
53 | -10 | 27 | 0 | 8
54 | 8 | -3 | -4 | 1
55 | -22 | 3 | 5 | 4
56 | 12 | -4 | 4 | 7
57 | -16 | 4 | 3 | 5
58 | -13 | -4 | 14 | 9
59 | -2 | 18 | -12 | 14
60 | -8 | 6 | 2 | 3
61 | -7 | 5 | 3 | -2
62 | -22 | 8 | 0 | 2
